Screening data: PubChem, National Center for Advancing Translational Sciences (NCATS)
GAA spleen mod – lysosomal alpha-glucosidase (human) modulation; P10253; human spleen homogenate, 4-MU-alpha-glucoside fluorescence; Potency, µM (series often up to 79.9 µM), without a hit: at the highest dose activity change, negative = inhibition, hits mostly inhibitors; actives 0.006% (n = 240,000); AID 2112;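 further: 0% = enzyme with vehicle and -100% = no enzyme basal signal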
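Compounds were titrated against alpha-glucosidase in spleen homogenate at pH 5.0, with 1 mM 4-methylumbelliferyl substrate for 40 min at 37 C. Reactions were quenched with pH 10 NaOH/glycine and fluorescence measured.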
GAA inh – alpha-glucosidase (human) inhibition. P10253. purified human GAA, 4-MU-alpha-glucoside fluorescence. Potency, µM (doses to about 76.9 µM), for the others: at the highest dose activity change, negative = inhibition, usual class: inhibitors. actives 0.005% (n = 200,000). AID 1466;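 further: plate controls were uninhibited enzyme wells for no effect and no-enzyme background for full effect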
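Enzyme (4 nM final) mixed with compound (up to 77 uM), then 4-MU-alpha-D-pyranoside (400 uM final) added; 20 min at room temperature, pH 5.0. Reaction stopped at pH 10, fluorescence read, AC50 derived by Hill fit.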
GAA glycogen mod – GAA glycogen-cleavage inhibition or activation. actives 0.38% (n = 300,000). recombinant GAA, glycogen substrate, Amplex Red glucose oxidase fluorescence. Potency, µM (top dose mostly 76.4 µM), for inactives: at the top dose activity change, negative = inhibition, hits mostly inhibitors. P10253. AID 2100;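 further: 0% = full enzyme reaction and -100% = no-enzyme basal signal; the screen sought inhibitors and activators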
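Recombinant human alpha-glucosidase (4 nM final) hydrolysed bovine liver glycogen (30 ug) for 40 min at 37 C in pH 5.0 citrate/phosphate with 0.01% Tween-20. Released glucose detected by glucose oxidase/Amplex Red, Ex 573/Em 610 nm. Compounds up to 77 uM; AC50 from Hill fits.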
RGS12 GoLoco inh – RGS12 GoLoco-Gai1 interaction inhibition | Gai1:RGS12 GoLoco peptide FP, rhodamine, 10 min | P63096 | actives 0.44% (n = 230,000) | Potency, µM (titrated, usually from 61.6 µM), without a hit: at the highest dose activity, negative = inhibition, actives largely listed as inhibitors | AID 880; active means well fitted inhibition curve with a large enough effect, not every such curve was filed as active; inactive means no such curve, though single readings can be large or run the other way; further: on the % scale 0 is the no-effect control and ±100 the full control effect; nearly all actives have a fitted effect of over 30% in size; many of its hits are not listed in these tables
Target sequence (P63096 whole entry, looked up): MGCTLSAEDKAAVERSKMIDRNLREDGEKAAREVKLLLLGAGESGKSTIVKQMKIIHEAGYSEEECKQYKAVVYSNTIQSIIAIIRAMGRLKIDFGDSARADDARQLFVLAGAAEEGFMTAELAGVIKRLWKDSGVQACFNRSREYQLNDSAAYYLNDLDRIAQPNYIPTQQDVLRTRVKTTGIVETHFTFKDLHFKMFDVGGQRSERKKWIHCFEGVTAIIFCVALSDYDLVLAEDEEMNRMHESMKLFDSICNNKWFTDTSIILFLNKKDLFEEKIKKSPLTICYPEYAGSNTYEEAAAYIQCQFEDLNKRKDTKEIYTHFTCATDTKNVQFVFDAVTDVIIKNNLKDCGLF
HttQ103 aggreg – reduces HttQ103-GFP aggregates in PC12 cells; Potency, µM (highest dose often 46.1 µM), for inactives: at the top dose activity change, negative = inhibition, actives largely listed as inhibitors; AID 1688; PC12 HttQ103-GFP aggregates, Acumen cytometry, 40 h; actives 1.1% (n = 220,000); further: on the % scale 0 is the no-effect control and ±100 the full control effect; nearly all actives have a fitted effect of over 60% in size
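Using laser scanning cytometry, GFP-positive aggregates were counted after lysis of PC12 cells induced with 100 nM tebufenozide to express HTT exon 1 Q103–GFP. Compounds were tested in titration.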
IMPase Li inh – membrane-permeable IMPase blocker, potentiated with lithium | Potency, µM (series often up to 59.4 µM), for the others: at the top dose activity, negative = IMPase inhibition, most hits filed as inhibitors | actives 0.35% (n = 210,000) | CHO-M1 cells, IP1 TR-FRET (IP-One), carbachol + lithium;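 further: IP1 builds up when IMPase is blocked and the TR-FRET signal falls; plate controls were basal vehicle for no effect and high inhibitor control for full effect; nearly all actives have a fitted effect of over 50% in size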
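Lithium-sensitised IP1 accumulation assay; M1-expressing CHO cells treated 30 min at 37C with compound. Competitive antibody detection by time-resolved FRET followed a 10 min room-temperature lysis step.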
HTT cytoprotect – Huntington cell model cytoprotection by ATP luminescence; AID 1471; actives 0.14% (n = 230,000); PC12 HTT-Q103 induced, cytoprotection, ATP luminescence, 40 h; Potency, µM (top dose mostly 56.4 µM), for the others: cytoprotection (ATP increase), usual class: activators;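 further: % of control where 0% means no effect; nearly all actives have a fitted effect of over 45% in size; toxic huntingtin expression switched on by the ecdysone agonist tebufenozide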
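Stable PC12 Q103-GFP cells in serum-supplemented, phenol red-free DMEM; induction by tebufenozide at 100 nM final; compound dose series; cell viability quantified luminescently from ATP.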
Numbers without * were called inactive; ? = inconclusive; · = no result given; [ ] = another dose, or the depositor's remark. Unless noted, the call rests on the fitted dose curve; in most records, active means well fitted curve in the direction sought with a large enough effect; inconclusive means small, poorly fitted or top-dose-only effect, or another doubt; inactive means no such curve, though single readings can be large; an effect the other way counts as inactive or inconclusive. Potency means the concentration at half of the fitted maximal effect. An excerpt; rates above refer to the full screens.

SMILES | GAA spleen mod | GAA inh | GAA glycogen mod | RGS12 GoLoco inh | HttQ103 aggreg | IMPase Li inh | HTT cytoprotect
O=C1CCCC2=C1C1c3ccccc3C(=O)N1c1ccc(C(=O)c3ccccc3)cc1N2 (stereo not drawn) | -7% | 0% | -13% | 1% | -15% | 13% | -21%[10 µM]
Cc1c(C(=O)N2CCc3ccccc3C2)oc2ccc(S(=O)(=O)N3CC(C)CC(C)C3)cc12 (stereo not drawn) | 0% | -8% | 5% | -1% | -22% | 14% | 0%[10 µM]
O=C(NCCOc1ccc(Cl)cc1)c1ccc2ccccc2n1 | 1% | 12% | 1% | 12% | 0%[9.22 µM] | 15% | 6%[10 µM]
Cc1cc(N)n(-c2ccc(C(=O)O)cc2)n1 | 3% | 1% | 15% | 11% | · | 2% | ·
Cc1ccc(S(=O)(=O)Nc2nc(C)c(C(=O)N/N=C/c3ccccc3)s2)cc1 | -6% | 6% | -7% | 11% | -4% | -8% | -50%
CCSc1nnc(N(CCC#N)CCC#N)s1 | 7% | 9% | -12% | · | 13% | · | -6%
Cc1ccc(NC(=O)C2=NNC(=O)CC2)cc1F | -3% | · | 11% | 2% | -11%[9.22 µM] | · | 25%[10 µM]
CCN1CCN(Cc2ccc(NC(=O)c3ccc(C)c(NC(=O)c4ccnnc4)c3)cc2C(F)(F)F)CC1 | 0% | · | -6% | -1% | -29%[9.22 µM] | · | 15%[10 µM]
O=c1[nH]c(N2CCN(c3ccccc3)CC2)nc2c1CCCC2 | 6% | 1% | 1% | 2% | 5%[9.22 µM] | 14%[38.3 µM] | -18%
COCCn1c(=O)c(-c2cccc(Cl)c2)nc2cncnc21 | -8% | · | · | 10% | · | 9% | -72%[inhibitor]
CCOc1ccccc1N(CC(=O)NC1CCCCC1)S(C)(=O)=O | -2% | -13% | -1% | -11% | 5% | 9%[38.3 µM] | -3%[10 µM]
CC1CC(C)CN(C(=O)C2CCCN(S(=O)(=O)c3cnc[nH]3)C2)C1 (stereo not drawn) | -1% | · | -1% | -3% | -14%[9.22 µM] | · | 3%[10 µM]
Cc1ccc(-n2nc(C)c3c(C)c(CCC(=O)Nc4ccc(CN5CCCC5)cc4)c(C)nc32)cc1 | 4% | · | -12% | 13% | -22%[9.22 µM] | · | -18%[10 µM]
O=C(COc1ccccc1[N+](=O)[O-])N/N=C/c1ccncc1 | 2% | 0% | -2% | 2% | ? | -1% | -14%
O=S(=O)(NCc1cccs1)NCc1ccccc1F | 7% | -3% | 7% | -4% | -5% | -1% | -33%[inhibitor]
CCOC(=O)C(=CNNc1ccccc1)C(=O)OCC | -9% | · | ? | -1% | 13%[9.22 µM] | · | -3%[10 µM]
CCn1cc(C(=O)O)c(=O)c2cnc(N3CCN(C(=S)NC(=O)c4ccccc4Cl)CC3)nc21 | 8% | 3%[15.4 µM] | 4% | -8% | 2%[9.22 µM] | · | 9%[10 µM]
CCOc1ccc(C2NC(=O)NC(C)=C2C(=O)OC)cc1C (stereo not drawn) | -6% | ? | 5% | -3% | -28% | 21%[38.3 µM] | -12%
CCOC(=O)CNC(=O)CSc1nc2cccnc2n1Cc1ccccc1 | 9% | 1% | -6% | -5% | 7% | 7%[38.3 µM] | 4%[10 µM]
Cc1ccc(/C=C/C(=O)N2CCCC(C)C2)cc1 (stereo not drawn) | -1% | 5% | 1% | 3% | 11% | -1% | ·
CCOc1cccc(=O)c2c(C)n(C)c(C)c12 | -5% | ? | -8% | -11% | -3% | -10%[38.3 µM] | -9%
CCCCN(C)CCC(=O)Nc1ccc(OC)cc1OC | 10% | 0% | 2% | 0% | 2% | 11% | 30%[10 µM]
Cc1c(C(=O)N2CCOCC2)[nH]c2c1C(=O)CC(c1ccc(Cl)cc1)C2 (stereo not drawn) | 0% | -1% | -1% | 11% | -14% | -10%[38.3 µM] | -31%
Cc1cc(C)c(C#N)c(SCC(=O)N2CCCCC2)n1 | -4% | -11% | 1% | -28% | 17% | 0% | 8%[10 µM]
CC1(C)Cc2ccccc2-c2c1c(=O)n(Cc1ccccc1)c1nnnn21 | 5% | -1% | 3% | -3% | -29% | 5% | 19%[10 µM]

Next part, starting with the last 2 of the part before.
SMILES | GAA spleen mod | GAA inh | GAA glycogen mod | RGS12 GoLoco inh | HttQ103 aggreg | IMPase Li inh | HTT cytoprotect
Cc1cc(C)c(C#N)c(SCC(=O)N2CCCCC2)n1 | -4% | -11% | 1% | -28% | 17% | 0% | 8%[10 µM]
CC1(C)Cc2ccccc2-c2c1c(=O)n(Cc1ccccc1)c1nnnn21 | 5% | -1% | 3% | -3% | -29% | 5% | 19%[10 µM]
Oc1c(Cl)cc(CN(Cc2cc(Cl)c(O)c(Cl)c2)C2CCCCC2)cc1Cl | · | · | · | 1%[14.2 µM] | · | -7% | -2%[10 µM]
CCOC(=O)C1CCN(C(=O)c2cc3c(=O)n4ccccc4nc3n2C)CC1 | ? | ? | 23% | 6% | -1%[9.22 µM] | -19% | -35%
COC(=O)N/N=C(/c1ccccc1)C1CCCCC1 | 0% | -5% | -7% | 10% | -1% | 2% | -13%
COc1cc(NC(=O)c2cncc(-c3ccc(C#N)cc3)c2)cc(C(=O)Nc2cccc(C(F)(F)F)c2)c1 | 4% | · | -3% | 8% | -8%[9.22 µM] | · | 8%[10 µM]
Cc1cccc(-n2nnc(C(=O)NCc3ccc4c(c3)OCO4)c2N)c1 | -6% | 3% | 2% | 3% | -4% | 0%[38.3 µM] | 4%
CCOC(=O)C1C(=O)C=C(c2ccc(OC)cc2)CC1c1ccco1 (stereo not drawn) | -2% | 2% | ? | · | 5% | · | -22%
Cc1cccc(C2c3[nH]c4ccccc4c3CCN2C(=O)c2cc(C(C)C)nc(N)n2)n1 (stereo not drawn) | 0% | 10% | 3% | 66%[activator] | 22%[9.22 µM] | 18% | 24%[10 µM]
c1ccc(Oc2cccc3cccnc23)nc1 | -4% | · | 3% | -7% | 18%[9.22 µM] | · | 14%[10 µM]
CC(C)[C@H]1c2ccc(F)cc2CC[C@@]1(CCN(C)CCCc1nc2ccccc2[nH]1)OC(=O)C1CC1 | -3% | · | · | 1% | · | 18% | -355%[inhibitor]
COc1ccc(-c2cc(C(F)(F)F)nc(-n3cc(Br)cn3)n2)cc1 | 2% | 4% | 4% | 1% | 11% | 57%[activator][38.3 µM] | -7%
COc1ccc(Nc2nc(Cl)nc(N3CCN(c4ccc(OC)cc4)CC3)n2)cc1 | 4% | -4% | -10% | 12% | 5%[9.22 µM] | 29% | 18%[10 µM]
COc1ccc(/C=N/n2cnc3c([nH]c4ccc(Br)cc43)c2=O)cc1CN1CCOCC1 | -2% | -1% | 18% | -4% | 26% | -11%[38.3 µM] | -21%
Cn1c(=O)c2c(SCC(=O)Nc3nccs3)nc(C3CC3)nc2n(C)c1=O | -3% | · | -4% | 9% | 26%[9.22 µM] | · | 11%[10 µM]
COc1ccc(/C=N/NC(=O)c2c(C)nnn2-c2nonc2N)cc1OC | · | 3% | 9% | 6% | 1% | ? | -12%
COC(=O)C1C(c2ccc(N(C)C)cc2)C(C(=O)OC)S(=O)(=O)CS1(=O)=O (stereo not drawn) | -3% | 6% | 10% | 69%[activator] | -9%[9.22 µM] | 2% | -31%
CC1CCc2c(sc(NC(=O)COC(=O)c3ccc(O)cc3)c2C#N)C1 (stereo not drawn) | 4% | -7% | 19% | 20% | 7% | -1% | ·
CCC1CCCCN1C(=O)CSc1nc2c(cnn2-c2ccc(C)cc2)c(=O)[nH]1 (stereo not drawn) | 17% | 0% | -23% | 0% | -3% | -22%[38.3 µM] | -26%[10 µM]
COc1ccc(NC(=O)[C@H](COCc2ccccc2)NC(=O)OC(C)(C)C)cc1 | -5% | 0% | -1% | -6% | -2% | -2%[38.3 µM] | -10%
Cc1ccc(-c2c(C#N)c(N)n3c(nc4ccccc43)c2C#N)cc1 | -5% | ? | 1% | 82%[activator] | 10µM* | -23% | -7%[10 µM]
CCOC(=O)c1c(NC(=O)CCNCc2ccco2)sc2c1CCC2 | 6% | · | -4% | 8% | 1%[9.22 µM] | · | 9%[10 µM]
CCOC(=O)COc1cccc2c(=O)n(CC(=O)NCc3ccc4c(c3)OCO4)ccc12 | -22% | 0% | 1% | 0% | -1% | -2% | 11%[10 µM]
CCN1CCN(c2cc(C)c3cc(NC(=O)c4cccc(OC)c4)ccc3n2)CC1 | -4% | · | -19% | 1% | 29%[9.22 µM] | · | -29%[10 µM]
CCN(CC)CCCNC(=O)C(C)n1c2ccccc2c2nc(=O)cc(C)n21 (stereo not drawn) | 5% | · | -6% | 2% | 33%[9.22 µM] | · | 24%[10 µM]
CC(C)c1ccccc1NC(=O)c1ccco1 | -8% | -6% | 11% | 12% | -5% | -6%[38.3 µM] | 4%
CCCCCCNCc1ccc(Br)cc1 | -4% | 0% | -12% | · | 14% | · | -5%
CC(C)(C)c1ccccc1NC(=O)c1cccnc1 | -4% | -20% | 0% | -2% | 0% | 21%[38.3 µM] | -9%[0.074 µM]
c1ccc(Nc2cc(-c3ccccc3)nc3ncnn23)cc1 | -13% | -6% | -2% | 5% | -1% | 6%[38.3 µM] | -14%[10 µM]

Quoted at random: five records from the list.
SMILES | GAA spleen mod | GAA inh | GAA glycogen mod | RGS12 GoLoco inh | HttQ103 aggreg | IMPase Li inh | HTT cytoprotect
COC(=O)C1C(c2ccc(N(C)C)cc2)C(C(=O)OC)S(=O)(=O)CS1(=O)=O (stereo not drawn) | -3% | 6% | 10% | 69%[activator] | -9%[9.22 µM] | 2% | -31%
CCOC(=O)C1C(=O)C=C(c2ccc(OC)cc2)CC1c1ccco1 (stereo not drawn) | -2% | 2% | ? | · | 5% | · | -22%
COc1ccc(/C=N/NC(=O)c2c(C)nnn2-c2nonc2N)cc1OC | · | 3% | 9% | 6% | 1% | ? | -12%
CC1CCc2c(sc(NC(=O)COC(=O)c3ccc(O)cc3)c2C#N)C1 (stereo not drawn) | 4% | -7% | 19% | 20% | 7% | -1% | ·
COc1ccc(Nc2nc(Cl)nc(N3CCN(c4ccc(OC)cc4)CC3)n2)cc1 | 4% | -4% | -10% | 12% | 5%[9.22 µM] | 29% | 18%[10 µM]
